# NLRP3 yeast inh: inhibitors of NALP3 inflammasome in yeast | Yeast reconstituted NLRP3/ASC/caspase-1, beta-gal luminescence, 24 h | inhibition, % at 10 µM | 330,000 compounds, 0.39% hits;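 active = inhibition of 50% or more; inactive = inhibition below 50%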;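 note: plate controls were induced DMSO wells for no effect and uninduced yeast grown without galactose for full effect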
# SENP6 block: inhibitors of human SENP6 protease; Q9GZR1; Recombinant SENP6 catalytic domain, aminoluciferin luminescence; inhibition, % at 10 µM; 330,000 compounds, 1.8% hits;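 active = inhibition above about 50% at the single tested dose, limit read from the data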;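 note: plate controls were DMSO wells with enzyme for no effect and DMSO wells lacking enzyme for full effect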
# Target sequence (Q9GZR1 628-1112 limits assumed): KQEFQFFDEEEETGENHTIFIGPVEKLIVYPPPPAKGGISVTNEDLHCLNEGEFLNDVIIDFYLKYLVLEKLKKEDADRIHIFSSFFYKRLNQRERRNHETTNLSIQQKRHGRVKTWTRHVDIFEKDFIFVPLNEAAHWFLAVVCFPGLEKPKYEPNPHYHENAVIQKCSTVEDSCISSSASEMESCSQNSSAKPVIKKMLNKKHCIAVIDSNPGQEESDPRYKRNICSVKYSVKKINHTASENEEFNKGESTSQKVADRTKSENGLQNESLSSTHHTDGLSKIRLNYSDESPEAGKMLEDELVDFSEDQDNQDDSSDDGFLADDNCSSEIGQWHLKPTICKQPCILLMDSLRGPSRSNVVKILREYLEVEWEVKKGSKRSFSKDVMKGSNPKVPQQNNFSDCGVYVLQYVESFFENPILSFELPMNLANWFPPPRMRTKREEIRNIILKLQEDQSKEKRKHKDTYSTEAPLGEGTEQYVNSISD
# SENP8 block-1: blocks human SENP8 cleavage of Nedd8 substrate; Q96LD8; recombinant SENP8, Nedd8 substrate fluorescence; inhibition, % at 20 µM; 360,000 compounds, 0.64% hits; AID 602440; in the data active = inhibition mostly above about 40%, no sharp cut-off; inactive = mostly below about 27%
# Target sequence (Q96LD8 whole entry, looked up): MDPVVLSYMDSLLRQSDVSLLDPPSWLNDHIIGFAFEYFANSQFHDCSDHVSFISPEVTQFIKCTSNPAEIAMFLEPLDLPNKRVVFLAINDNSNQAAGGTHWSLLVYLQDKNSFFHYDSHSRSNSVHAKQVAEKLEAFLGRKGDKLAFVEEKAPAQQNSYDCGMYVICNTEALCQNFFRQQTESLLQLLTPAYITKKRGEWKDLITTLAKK
# SENP8 block-2: SENP8 protease inhibition; 330,000 compounds, 1.2% hits; AID 2540; inhibition, % at 10 µM; purified SENP8, Z-RLRGG-aminoluciferin cleavage, luminescence; in the data active = inhibition above about 50%
# PfGluPho inh: PfG6PD (Plasmodium falciparum) enzyme inhibition. PfGluPho enzyme, NADPH resazurin-diaphorase fluorescence. inhibition, % at 20 µM. 350,000 compounds, 0.78% hits. AID 504690;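 active = inhibition reaching at least a set limit at 20 µM in the primary screen, cut at about 59% in these data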;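 note: 0% = DMSO wells with substrate and 100% = DMSO wells lacking glucose-6-phosphate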
# Apaf-1 inh: blocks human Apaf-1 apoptosome activity | O14727 | reconstituted apoptosome caspase-3 activity, DEVD-Rh110 fluorescence | inhibition, % at 20 µM | 330,000 compounds, 0.71% hits | AID 489030; active = inhibition of at least 40% at 20 µM;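 note: plate controls were DMSO wells for no effect and DEVD-CHO caspase inhibitor wells for full effect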
#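 Assay system: Apoptosome proteins | Medium: pH 7.5 Hepes buffer with CHAPS, BSA, DTT | Also added: Cytochrome c and DEVD-Rh110 substrate | Times: 30 min plus 50 min, RT | Detection: Rhodamine 110 fluorescence at Ex 480/Em 540 nm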
# SENP1 FRET inh: blocks the human SENP1 SUMO protease catalytic domain. Q9P0U3. inhibition, % at 10 µM. 360,000 compounds, 0.21% hits. recombinant SENP1 catalytic domain, CyPet-SUMO1-YPet FRET cleavage;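 active = inhibition at least 30% at 10 µM, raw YFP signal under a set limit, fluorescence ratio 0.5 to 1.5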;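 note: 0% = enzyme with DMSO and 100% = no enzyme wells; some results filed as inactive read as strong as hits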
# Target sequence (Q9P0U3 419-644 limits assumed): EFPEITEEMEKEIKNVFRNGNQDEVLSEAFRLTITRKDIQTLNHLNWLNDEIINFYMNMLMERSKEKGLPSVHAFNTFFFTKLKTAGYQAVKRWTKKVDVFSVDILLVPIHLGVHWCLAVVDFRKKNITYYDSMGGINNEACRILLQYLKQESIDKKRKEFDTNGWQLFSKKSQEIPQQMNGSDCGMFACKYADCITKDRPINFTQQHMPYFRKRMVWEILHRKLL
#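 Test system: recombinant human SENP1 catalytic domain, His6-tagged / Medium: pH 8 Tris buffer with EDTA, NaCl, BME, BSA, NP40, catalase / Also added: SUMO1 FRET substrate flanked by Cypet and Ypet, 25 nM / Times: 50 min reaction at room temperature / Signal: FRET, CFP and YFP emission / Control set: no-enzyme low control and enzyme-plus-DMSO high control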
# SENP7 block: SENP7 protease inhibition; Q9BQF6; recombinant SENP7, Z-RLRGG-aminoluciferin luminescence, 40 min; inhibition, % at 5 µM; 330,000 compounds, 1.5% hits;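 active = inhibition above about 50% at the single test dose, limit read from the data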;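 note: plate controls were DMSO with enzyme for no effect and no enzyme buffer wells for full effect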
# HKDC1 inhibitor: inhibitors of human hexokinase HKDC1; Q2TB90; recombinant HKDC1, G6PDH/diaphorase resazurin coupled fluorescence; inhibition, % at 20 µM; 340,000 compounds, 0.16% hits; AID 493160;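 active = inhibition above about 35% when tested at 20 µM, limit read from the data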;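 note: plate controls were DMSO wells with enzyme for no effect and DMSO wells lacking enzyme for full effect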
#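 Assay system: recombinant HKDC1 hexokinase; detection: coupled resazurin fluorescence, excitation 525 nm, emission 613 nm; benchmarks: DMSO-plus-enzyme-mix negative control, buffer-substituted positive control; compound dosing: single 20 µM dose; schedule: 90 min at room temperature in dark; also added: glucose plus 1 mM ATP as hexokinase substrates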
# * marks the source's active call; other numbers are inactive results; . = no result given.
1) Nc1ccc2nc(-c3ccccc3)c(-c3ccccc3)nc2c1
2) COc1ccc(C(C(=O)NC(C)(C)C)N(CCO)C(=O)CCC(=O)Nc2cc(C)on2)cc1 (stereo not drawn)
3) CS(=O)(=O)N(CC(=O)NCC1CCCO1)c1cc(Cl)c(Cl)cc1Cl (stereo not drawn)
4) COCC(C)NC(=O)c1cc2c(ccc3ccccc32)oc1=O (stereo not drawn)
5) COc1ccc(-c2nc(Cn3c(SCc4ccc(C)cc4)nc4ccncc43)c(C)o2)cc1OC
6) C=C(C)Cn1c(CCNC(=O)CC)nc2ccccc21
7) Cc1nc(/N=C\c2ccc(N(C)C)cc2)sc1C
8) COC(=O)CCC/C=C1/SCC(NC(=O)c2ccccc2)/C1=N/O (stereo not drawn)
9) CC(C)Cc1nc2c(nnn2Cc2ccccc2F)c(=O)[nH]1
10) CCOC(=O)c1[nH]c2ccc(F)cc2c1NC(=O)Nc1ccccc1OC
assay / compound	1	2	3	4	5	6	7	8	9	10
Apaf-1 inh	65*	-1	-1	7	17	-2	1	7	-18	-5
PfGluPho inh	79*	9	-6	15	2	-1	1	2	-2	12
SENP8 block-1	-221	13	1	-427	-10	9	0	10	-11	-415
NLRP3 yeast inh	7	14	10	1	12	-4	16	-8	6	3
SENP1 FRET inh	-32	3	0	-133	-18	-1	1	1	-13	-2
SENP7 block	12	0	-3	-10	-2	5	10	10	-2	-2
HKDC1 inhibitor	9	-4	-11	3	-3	-1	-5	2	-4	-10
SENP6 block	21	-8	-26	12	-4	26	3	-1	-11	4
SENP8 block-2	1	-6	-1	-5	9	11	60*	6	2	-4

# Ordered by the number under SENP6 block (highest first): three of the compounds above
no.	SMILES	PfGluPho inh	NLRP3 yeast inh	SENP1 FRET inh	SENP7 block	HKDC1 inhibitor	SENP6 block	SENP8 block-2
6	C=C(C)Cn1c(CCNC(=O)CC)nc2ccccc21	-1	-4	-1	5	-1	26	11
1	Nc1ccc2nc(-c3ccccc3)c(-c3ccccc3)nc2c1	79*	7	-32	12	9	21	1
10	CCOC(=O)c1[nH]c2ccc(F)cc2c1NC(=O)Nc1ccccc1OC	12	3	-2	-2	-10	4	-4

# Carrying on.
11) CC(C)OC(=O)c1cc(NC(=O)c2nn(C)cc2Br)cc(C(=O)OC(C)C)c1
12) CCOc1ccc(N(C)S(=O)(=O)c2cc(-c3cc(C)no3)ccc2C(C)C)cc1
13) CCOc1ccc(NC(=O)CCNS(=O)(=O)c2cccc3nsnc23)cc1
14) NS(=O)(=O)c1ccc(CCNS(=O)(=O)c2ccccc2)cc1
15) CN1CCN(S(=O)(=O)c2ccc(C(F)(F)F)cc2)C(c2ccccc2)C1 (stereo not drawn)
16) COc1cccc(NC(=O)CN(C)C(=O)c2cccc(S(=O)(=O)N3CC4(C)CC3CC(C)(C)C4)c2)c1 (stereo not drawn)
17) COc1ccc(NC(=O)CN2C(=O)C(C)Oc3ccccc32)cc1OC (stereo not drawn)
18) O=S1(=O)CCN2C=C(Cl)C=C(Cl)C2=N1
19) S=C(Nc1ccc2nc(-c3ccccn3)c(-c3ccccn3)nc2c1)N1CCCCC1
20) Cc1ccc2nc(C)cc(N/N=C/c3cccnc3)c2c1
assay / compound	11	12	13	14	15	16	17	18	19	20
Apaf-1 inh	7	20	7	5	6	17	-5	-23	16	11
PfGluPho inh	4	10	13	-10	-4	10	-6	-11	57	4
SENP8 block-1	-2	8	4	1	7	1	10	-425	-467	-66
NLRP3 yeast inh	16	4	-1	9	25	0	12	-2	8	15
SENP1 FRET inh	3	1	1	1	-1	-1	1	0	-29	1
SENP7 block	-2	-10	7	-10	0	-4	2	6	2	4
HKDC1 inhibitor	19	2	-5	-4	0	-3	-8	2	16	-8
SENP6 block	1	-19	4	-1	14	2	1	3	15	-7
SENP8 block-2	-10	-8	-1	0	-2	-1	4	0	9	-1

21) O=C(NCCCn1ccnc1)c1ccc(Cl)s1
22) Nc1ccc(C(=O)OCc2nc3c(ccc4ccccc43)[nH]2)cc1
23) Cn1cc(CCNC(=O)c2ccc3nc(Cc4ccccc4F)oc3c2)cn1
24) CCOc1ccc(S(=O)(=O)Nc2cc(NS(=O)(=O)c3ccc(OCC)cc3)cc(C(=O)O)c2)cc1
25) Nc1nc(SCC(=O)NCCOCCO)nc2sc3c(c12)CCCC3
26) COc1ccccc1C(=O)Nc1ccc(NC(=O)c2ccco2)cn1
27) O=C(C(=O)N1CCN(c2ccc(F)cc2)CC1)c1c[nH]c2ccccc12
28) O=C(CN1C(=O)c2cccnc2Oc2ccc(Cl)cc21)Nc1ccccc1F
29) O=C(CCc1nc(-c2ccc(Cl)cc2)no1)NC1CCCCC1
30) CCOC(=O)C1CCN(S(=O)(=O)c2c(C)[nH]c(C)c2C(=O)N2CCCC2)CC1
assay / compound	21	22	23	24	25	26	27	28	29	30
Apaf-1 inh	7	3	-4	16	-1	4	3	17	-2	7
PfGluPho inh	-10	56	5	-54	6	12	-5	9	7	-8
SENP8 block-1	-8	33	6	-2	-4	-5	1	-15	3	9
NLRP3 yeast inh	-6	16	1	8	-11	39	19	15	37	14
SENP1 FRET inh	0	-2	1	-32	3	0	2	-12	0	0
SENP7 block	-5	5	12	-9	1	-2	-3	2	4	6
HKDC1 inhibitor	-6	6	-5	7	-9	-1	-4	-4	-2	-8
SENP6 block	4	-10	36	-9	13	3	-16	0	-5	-24
SENP8 block-2	8	-6	25	-10	-1	5	-3	-5	0	-11

31) Cc1ccccc1C(=O)N/N=C/c1ccccn1
32) S=C1CCSc2ccc(Cl)cc2N1
33) CCOC(=O)c1c(N)sc(-c2ccccc2)c1C
34) Oc1ccccc1C(=S)N1CCCC1
35) S=c1nc(-c2ccccc2)n(-c2ccccc2)[nH]1
36) CCc1ccc(Oc2coc3cc(OCC(=O)Nc4cc(C)ccc4C)ccc3c2=O)cc1
37) COc1ccc2[nH]c(=O)c(C(c3nnnn3CC3CCCO3)N3CCc4ccccc4C3)cc2c1 (stereo not drawn)
38) Cc1ccc2[nH]c(=O)c(CN(C)C(=O)c3ccccn3)cc2c1
39) O=C(NCCCN1CCOCC1)C(=O)NCC1OCCN1S(=O)(=O)c1ccc(Br)cc1 (stereo not drawn)
40) COCCCNC(=O)CCn1c(=O)c2ccccc2n(CC(=O)NCCC2=CCCCC2)c1=O
assay / compound	31	32	33	34	35	36	37	38	39	40
Apaf-1 inh	-2	12	6	-10	-1	-7	5	-8	1	-2
PfGluPho inh	-8	3	46	15	33	-1	3	-2	3	-9
SENP8 block-1	-2	22	3	13	-23	26	-168	-96	2	8
NLRP3 yeast inh	16	25	28	-11	16	1	-1	9	19	7
SENP1 FRET inh	-4	0	-1	1	2	3	4	1	0	3
SENP7 block	-4	-5	-8	-2	2	-4	2	8	-9	6
HKDC1 inhibitor	4	-2	-7	-2	-2	-4	8	1	2	5
SENP6 block	0	-10	-19	10	-29	-23	7	14	-5	-13
SENP8 block-2	-2	-7	-3	2	11	-3	6	4	-2	-6

41) COc1cccc2c(C)nc(Nc3nc(CSc4nnc(C)s4)cc(=O)[nH]3)nc12
42) Cc1ccccc1Nc1nnc(SCC(=O)c2ccc(O)cc2O)s1
43) COc1ccc(-c2nnc(N3CCCCC3)c3ccccc23)cc1
44) CCOC(=O)c1cc(OC(=O)c2cccnc2)n(-c2ccccc2)n1
45) COc1ccc(N2CCN(C(=S)Nc3ccc(F)cc3)CC2)cc1
46) Cc1cccc(NC(=O)CSc2nnc(C)n2Cc2ccccc2)c1
47) Cc1ccc(CSc2nnc(-c3ccc(NS(=O)(=O)c4ccccc4)cc3)o2)cc1
48) O=C(CSc1ccccc1)N1CCN(c2ccc(F)cc2)CC1
49) O=c1[nH]c(SCc2n[nH]c(=S)n2-c2ccccc2)nc2sc3c(c12)CCC3
50) COc1cc(C(=O)NNC(=O)C2CCC2)cc(OC)c1OC
assay / compound	41	42	43	44	45	46	47	48	49	50
Apaf-1 inh	10	15	27	-6	4	3	7	-12	-2	-2
PfGluPho inh	-4	18	10	.	-2	-19	-18	-9	8	5
SENP8 block-1	14	1	3	.	18	11	-6	19	7	12
NLRP3 yeast inh	8	8	6	-6	33	6	18	6	25	-5
SENP1 FRET inh	-2	0	0	.	4	1	3	1	3	2
SENP7 block	-4	6	13	3	2	-8	8	2	-3	1
HKDC1 inhibitor	0	3	3	.	-3	-1	1	-6	1	-1
SENP6 block	-3	-15	-10	-6	-8	-13	0	-18	-4	2
SENP8 block-2	-2	-1	-12	0	12	-11	-4	5	-7	10

# The last 4 compounds of the section before open the next one:
47) Cc1ccc(CSc2nnc(-c3ccc(NS(=O)(=O)c4ccccc4)cc3)o2)cc1
48) O=C(CSc1ccccc1)N1CCN(c2ccc(F)cc2)CC1
49) O=c1[nH]c(SCc2n[nH]c(=S)n2-c2ccccc2)nc2sc3c(c12)CCC3
50) COc1cc(C(=O)NNC(=O)C2CCC2)cc(OC)c1OC
51) C=CCn1c(CC(=O)Nc2ccc(C)cc2C)nnc1SCC(=O)N1CCOCC1
52) COc1cccc(NC(=O)C(C)OC(=O)CCCNC(=O)c2ccc(Cl)cc2)c1 (stereo not drawn)
53) CC(C)(C)c1csc(NC2=NS(=O)(=O)c3ccccc32)n1
54) Cc1ccc(C(=O)NC(c2ccccc2)C(Cl)Cl)cc1 (stereo not drawn)
55) CSc1ccc(/C=N\NC(=O)CNc2ccc(C)cc2)cc1
56) CCOc1cc(N2CCOCC2)c(OCC)cc1NC(=O)CSc1ccccc1C(=O)O
57) O=C(CN1c2cccc3cccc(c23)S1(=O)=O)Nc1ccc(S(=O)(=O)N2CCOCC2)cc1
58) Cc1nc(CN(C)C(=O)CC2C(=O)NCCN2Cc2ccc(-c3ccccc3)cc2)cs1 (stereo not drawn)
59) Cc1c(C(=O)NN)nn(-c2ccc(F)cc2)c(=O)c1C#N
assay / compound	47	48	49	50	51	52	53	54	55	56	57	58	59
Apaf-1 inh	7	-12	-2	-2	2	14	-16	10	1	9	-11	6	6
PfGluPho inh	-18	-9	8	5	1	-10	14	8	2	-9	7	-8	-6
SENP8 block-1	-6	19	7	12	2	0	8	3	8	12	-315	-112	8
NLRP3 yeast inh	18	6	25	-5	3	5	-11	2	29	0	12	28	-18
SENP1 FRET inh	3	1	3	2	-1	1	0	1	4	1	2	-16	-2
SENP7 block	8	2	-3	1	0	-31	20	4	0	-5	6	5	-7
HKDC1 inhibitor	1	-6	1	-1	-4	-3	-14	-11	-4	8	-23	2	2
SENP6 block	0	-18	-4	2	10	-2	38	0	1	-12	-10	-24	9
SENP8 block-2	-4	5	-7	10	9	-8	17	-1	2	-14	7	-21	-8
